GLA spleen mod: qHTS Assay for Inhibitors and Activators of Human alpha-Galactosidase From Spleen Homogenate; Alpha-galactosidase A (Homo sapiens), P06280; human spleen homogenate, 4MU-alpha-Gal fluorescence, 40 min; Potency, µM (series often up to 80 µM), for inactives: top-dose activity change, negative = inhibition, hits mostly inhibitors; 0.008% of 240,000 active;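 note: 0% = enzyme with vehicle and -100% = no enzyme basal signal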
Target sequence (P06280 32-429 limits assumed): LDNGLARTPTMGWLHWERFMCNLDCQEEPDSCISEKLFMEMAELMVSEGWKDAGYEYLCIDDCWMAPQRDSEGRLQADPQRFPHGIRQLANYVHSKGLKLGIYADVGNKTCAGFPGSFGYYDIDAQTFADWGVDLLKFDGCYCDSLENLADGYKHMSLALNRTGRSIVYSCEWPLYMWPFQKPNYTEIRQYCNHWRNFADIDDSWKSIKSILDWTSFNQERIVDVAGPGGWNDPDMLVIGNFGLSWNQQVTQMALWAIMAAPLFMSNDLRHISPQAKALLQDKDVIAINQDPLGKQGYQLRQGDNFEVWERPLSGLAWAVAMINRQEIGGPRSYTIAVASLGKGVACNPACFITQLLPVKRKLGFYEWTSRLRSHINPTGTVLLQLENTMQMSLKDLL
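Fluorogenic readout (Ex 365/Em 440 nm) of 4-methylumbelliferone released from 1 mM 4-MU-alpha-galactoside by spleen homogenate, 40 min at 37C, pH 5.0. Data normalized to no-enzyme and enzyme controls; Hill-equation AC50 from compound titrations.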
TRb SRC2 PPI: qHTS for Inhibitors of the Interaction of Thyroid Hormone Receptor and Steroid Receptor Coregulator 2; Thyroid hormone receptor beta (Homo sapiens), P10828; TRbeta-SRC2 peptide binding, fluorescence polarization; receptor liganded with 1 µM T3; 0.065% of 280,000 active; Potency, µM (series often up to 106 µM), without a hit: at the highest dose activity change, negative = inhibition, most hits filed as inhibitors;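 note: plate controls were bound peptide for no effect and peptide without receptor for full effect; nearly all actives have a fitted effect of over 50% in size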
Target sequence (P10828 whole entry, looked up): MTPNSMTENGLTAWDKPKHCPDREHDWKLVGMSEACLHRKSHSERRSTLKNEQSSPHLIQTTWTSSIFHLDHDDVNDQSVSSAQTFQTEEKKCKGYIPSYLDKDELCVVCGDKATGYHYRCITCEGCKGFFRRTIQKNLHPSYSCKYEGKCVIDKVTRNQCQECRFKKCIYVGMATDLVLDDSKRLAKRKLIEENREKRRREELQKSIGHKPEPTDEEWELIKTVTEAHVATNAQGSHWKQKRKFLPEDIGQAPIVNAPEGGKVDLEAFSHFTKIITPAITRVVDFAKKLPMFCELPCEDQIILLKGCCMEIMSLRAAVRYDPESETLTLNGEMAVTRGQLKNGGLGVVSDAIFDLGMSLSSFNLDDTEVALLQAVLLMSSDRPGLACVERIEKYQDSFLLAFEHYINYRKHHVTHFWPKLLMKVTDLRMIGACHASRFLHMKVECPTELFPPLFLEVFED
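Read-out is fluorescence polarization (555 nm excitation, 632 nm emission) of a Texas Red SRC2 coactivator peptide; loss of signal reflects blocked binding to human TRb ligand-binding domain in the presence of 1 uM T3.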
TexasRed fluor: Total Fluorescence Counterscreen for Inhibitors of the Interaction of Thyroid Hormone Receptor and Steroid Receptor Coregulator 2; TRb/SRC2 Texas Red total fluorescence interference; Potency, µM (highest dose often 106 µM), for inactives: at the highest dose fluorescence change, negative = quenching; 0.29% of 280,000 active; AID 1479, 2009; active = well fitted curve in either direction with a large enough effect; inconclusive = small, poorly fitted or top-dose-only effect
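Human TRβ ligand-binding domain (0.6 uM) and Texas Red SRC2 peptide (20 nM) in Tris buffer with 1 uM T3 and 5% DMSO were incubated with pinned compound for 5 hr at ambient temperature. Total fluorescence was computed as S + 2P (555/632 nm).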
An asterisk follows results filed as active; ? = inconclusive; & = joins results of further samples. Unless noted, calls come from the whole dose curve; as a rule, active = well fitted inhibition curve with a large enough effect; inconclusive = small, poorly fitted or top-dose-only effect, or effect the other way; inactive = flat fitted curve, though single readings scatter. Unless noted, % is set by controls: 0 for no effect and ±100 for the full control effect; potency is the fitted concentration of half-maximal effect.

SMILES	GLA spleen mod	TRb SRC2 PPI	TexasRed fluor
CC[C@H](C)[C@H](NC(=O)[C@H](Cc1ccccc1)NC(=O)[C@H](CC(C)C)NC(=O)[C@H](CCSC)NC(=O)[C@H](CCC(=O)O)NC(=O)[C@H](CCC(=O)O)NC(=O)[C@H](CC(=O)O)NC(=O)[C@H](CO)NC(=O)[C@@H]1CCCN1C(=O)[C@H](CCCCN)NC(=O)[C@@H](N)[C@@H](C)O)C(=O)N[C@@H](Cc1ccc(O)cc1)C(=O)NCC(=O)N[C@@H](Cc1cnc[nH]1)C(=O)N[C@@H](Cc1ccc(O)cc1)C(=O)N[C@@H](CCCCN)C(=O)N[C@@H](CCC(N)=O)C(=O)N[C@@H](C)C(=O)N[C@H](C(=O)N[C@H](C(=O)NCC(=O)N[C@@H](CC(=O)O)C(=O)N[C@H](C(=O)N[C@@H](CC(N)=O)C(=O)N[C@H](C(=O)N[C@@H](CCC(=O)O)C(=O)N[C@@H](CCCNC(=N)N)C(=O)N1CCC[C@H]1C(=O)NCC(=O)N[C@@H](CCSC)C(=O)N[C@@H](CC(C)C)C(=O)N[C@@H](CC(=O)O)C(=O)N[C@@H](Cc1ccccc1)C(=O)N[C@H](C(=O)O)[C@@H](C)O)[C@@H](C)O)[C@@H](C)CC)C(C)C)[C@@H](C)O	-14%	-1%	-2%
CC1=CC23C(=O)C(C=C(CO)[C@@H](O)[C@]2(O)[C@H]1O)[C@H]1[C@@H](C[C@H]3C)C1(C)C (some centres undefined)	-3%	2%	-5%
COc1ccc(-c2nnc3n2N=C(c2c(OC)cccc2OC)CS3)c(OC)c1	1%	1%	-1%
Cc1cc(C)c(N(Cc2ccccc2)S(=O)(=O)c2ccc(OCCNC(=O)c3cc4ccccc4o3)cc2)c(C(=O)NO)c1	0%	6%	0%
C=C1CC2C(=O)N(Cc3cc(OC)ccc3OC)C(C(=O)OCC)(C(=O)OCC)C1N2C(=O)OC(C)(C)C (centres undefined)	-1%	1%	-1%
Cc1ccc(CNc2ncnc3ccc(-c4c(C)noc4C)cc23)o1	-7%	-1%	-1%
O=c1ccc2ccccc2[nH]1	11%	-3%	-4%
Cc1csc2c(SCC(=O)NNS(=O)(=O)c3cccc(C(F)(F)F)c3)ncnc12	5%	-5%	-6%
C=C1CC[C@@H]2[C@](C)(CO)[C@H](O)CC[C@@]2(C)[C@@H]1/C=C/C1=CCOC1=O	4%	-1%	-2%
Nc1nc(Sc2ccc([N+](=O)[O-])cc2[N+](=O)[O-])n[nH]1	-3%	4%	-5%
O=C(O)c1cc(Oc2ccc([N+](=O)[O-])cc2)cc(Oc2ccc([N+](=O)[O-])cc2)c1	2%	6%	1%
COc1cccc(C2=Nn3c(nnc3-c3cccc(OC)c3)SC2)c1	-6%	-7%	-5%
C=C1C=CS(=O)(=O)N(C(C)C(=O)OC)C1 (centres undefined)	-6%	-1%	-1%
COc1cc(OC)cc(-c2nnc3n2N=C(c2c(OC)cccc2OC)CS3)c1	3%	-7%	-1%
Cc1ncc(C[n+]2csc(CCOP(=O)(O)OP(=O)(O)O)c2C)c(N)n1	-5%	1%&7%	4%&1%
COc1ccc(OC)c(C2=Nn3c(nnc3-c3cccc(OC)c3OC)SC2)c1	-2%	2%	-1%
OCCc1ccccc1	-7%	1%	0%
COc1ccc(SCC(Cc2ccccc2)N2CCN(CC(C)C)CCC2=O)cc1 (centres undefined)	-8%	0%	-2%
CCOC(=O)c1oc2cc(OC(C)=O)ccc2c(=O)c1-c1ccc(OC)c(OC)c1	-2%	0%	-1%
CC(C)C[C@H](NC(=O)[C@H](CC(C)C)NC(=O)[C@H](Cc1ccc(O)cc1)NC(=O)CNC(=O)[C@H](C)NC(=O)[C@H](CO)NC(=O)[C@H](CC(N)=O)NC(=O)[C@H](CC(C)C)NC(=O)[C@@H](NC(=O)[C@H](Cc1c[nH]c2ccccc12)NC(=O)CN)[C@@H](C)O)C(=O)NCC(=O)N1CCC[C@H]1C(=O)N1CCC[C@H]1C(=O)N1CCC[C@H]1C(=O)NCC(=O)N[C@@H](Cc1ccccc1)C(=O)N[C@@H](CO)C(=O)N1CCC[C@H]1C(=O)N[C@@H](Cc1ccccc1)C(=O)N[C@@H](CCCNC(=N)N)C(N)=O	1%	7%	4%
C[C@H](NC(=O)[C@@H](N)Cc1ccc(O)cc1)C(=O)NCC(=O)N[C@H]1CSSC[C@@H](C(=O)O)NC(=O)[C@H](CO)NC(=O)[C@H]([C@@H](C)O)NC(=O)[C@H](Cc2ccccc2)NC(=O)[C@H]([C@@H](C)O)NC(=O)[C@H](CCCCN)NC(=O)[C@@H](Cc2c[nH]c3ccccc23)NC(=O)[C@H](Cc2ccccc2)NC(=O)[C@H](Cc2ccccc2)NC(=O)[C@H](CC(N)=O)NC(=O)[C@H](CCCCN)NC1=O	3%	1%	-3%
NC(N)=NCCC[C@H](N)C(=O)NCC(=O)N[C@@H](CC(=O)O)C(=O)O	4%	-5%	-3%
CC(C)CCNC(=O)C(CC(C)C)NC(=O)C1OC1C(=O)O (centres undefined)	-13%	4%	-8%
COC(=O)C(NS(=O)(=O)CCl)C(C)C (centres undefined)	5%	-9%	-1%
Cc1ccc(SCC(CC(C)C)N2CCN(C)CCC2=O)cc1 (centres undefined)	3%	2%	0%
SMILES	GLA spleen mod	TRb SRC2 PPI	TexasRed fluor
COc1ccc(C2C=C3CNS(=O)(=O)C3CC2OC(=O)c2ccc(Cl)cc2)cc1 (centres undefined)	4%	6%	-1%
COc1ccc(-c2ccc(C3C4C=CCC(C)C4C(=O)N3Cc3ccccc3)c(F)c2)cc1OC (centres undefined)	4%	-2%	-2%
CC[C@H](C)[C@H](NC(=O)[C@H](Cc1ccc(O)cc1)NC(=O)[C@H](Cc1cnc[nH]1)NC(=O)[C@H](CCCNC(=N)N)NC(=O)[C@H](CC(C)C)NC(=O)[C@H](C)NC(=O)[C@H](CO)NC(=O)[C@H](Cc1ccc(O)cc1)NC(=O)[C@H](Cc1ccc(O)cc1)NC(=O)[C@H](CCCNC(=N)N)NC(=O)[C@H](C)NC(=O)[C@H](CCSC)NC(=O)[C@H](CC(=O)O)NC(=O)[C@H](CCC(=O)O)NC(=O)[C@H](C)NC(=O)[C@@H]1CCCN1C(=O)[C@H](C)NC(=O)[C@H](CC(=O)O)NC(=O)[C@H](CCC(=O)O)NC(=O)CNC(=O)[C@@H]1CCCN1C(=O)[C@H](CC(N)=O)NC(=O)[C@H](CC(=O)O)NC(=O)[C@@H]1CCCN1C(=O)[C@H](CCCCN)NC(=O)[C@H](CO)NC(=O)[C@@H]1CCCN1C(=O)[C@@H](N)Cc1ccc(O)cc1)C(=O)N[C@@H](CC(N)=O)C(=O)N[C@@H](CC(C)C)C(=O)N[C@H](C(=O)N[C@H](C(=O)N[C@@H](CCCNC(=N)N)C(=O)N[C@@H](CCC(N)=O)C(=O)N[C@@H](CCCNC(=N)N)C(=O)N[C@@H](Cc1ccc(O)cc1)C(N)=O)[C@@H](C)O)[C@@H](C)CC	-4%	3%	3%
CC(=O)OCC(NC(=O)C(CCCCNC(=O)OCc1ccccc1)NC(=O)OC(C)(C)C)C1OC(n2cc(C)c(=O)[nH]c2=O)C(OC(C)=O)C1OC(C)=O (centres undefined)	-18%	3%	-1%
COc1ccc(C(=C2C(=O)Nc3ccccc32)c2ccc(OC)cc2)cc1	-5%	-5%	-1%
COc1ccc(Nc2nccc(NCCO)n2)cc1	-4%	0%	0%
C=CCCN(C(Cc1ccccc1)C(=O)OC)S(=O)(=O)c1cc(Br)ccc1Br (centres undefined)	1%	0%	1%
COc1ccc(C2=NN(C(=O)CCCC(=O)O)C(c3cn(-c4ccccc4)nc3-c3ccccc3)C2)cc1 (centres undefined)	-4%	-11%	-5%
CC(C)(C)OC(=O)NC(Cc1ccccc1)C(O)c1ccco1 (centres undefined)	10%	-4%	-2%
O=C(NC1CCc2ccccc21)c1cc(COc2c(F)cccc2F)on1 (centres undefined)	5%	4%	1%
C=C1CCN(C(CC(C)C)C(=O)NN2CCOCC2)S(=O)(=O)c2ccccc21 (centres undefined)	11%	7%	-2%
O=C(c1ccc(Cl)cc1Cl)n1nnc2ccccc21	?	-15%	?
Cc1nn(-c2ccccc2)c(NC(=O)NS(=O)(=O)c2ccc(Cl)cc2)c1C#N	2%	-1%	-2%
COc1cc(OC)cc(-c2nnc3n2N=C(c2cc(OC)ccc2OC)CS3)c1	-3%	-5%	0%
Cc1noc(C)c1-c1ccc2ncnc(NCc3ccc(F)cc3)c2c1	0%	-2%	-2%
C[C@H](O)C(N)C(=O)O (some centres undefined)	0%&-7%	3%&0%	1%&-4%
COc1cc(-c2ccc(Nc3ccccc3C(=O)O)c(OC)c2)ccc1Nc1ccccc1C(=O)O	2%	7%	-28%
COc1cccc(C2=Nn3c(nnc3-c3cc(OC)ccc3OC)SC2)c1	5%	-2%	-2%
C=CCCCCCCCCCBr	22%	1%	-3%
CC(=O)OCC(NC(=O)C(CCCCNC(=O)OCc1ccccc1)NC(=O)OC(C)(C)C)C1OC(n2ccc(=O)[nH]c2=O)C(OC(C)=O)C1OC(C)=O (centres undefined)	-13%	-4%	-2%
O=C1C[C@H](c2ccc(-c3ccccc3)cc2)N1S(=O)(=O)c1ccccc1[N+](=O)[O-]	-1%	-1%	-2%
OC1OC[C@@H](O)[C@@H](O)[C@@H]1O (some centres undefined)	-11%	4%	-2%
COc1ccc(S(=O)(=O)NCCCC(=O)Nc2ccc(Sc3ccc(N)cc3)cc2)cc1	-17%	0%	2%
C[C@@H]1[C@@H](Sc2ccccc2)CC(=O)O[C@@H]1c1ccc(-c2ccccc2)cc1	7%	1%	-1%
CSCC[C@H](NC(=O)[C@H](CC(C)C)NC(=O)CNC(=O)[C@H](Cc1ccccc1)NC(=O)[C@H](Cc1ccccc1)NC(=O)[C@H](CCC(N)=O)NC(=O)[C@H](CCC(N)=O)NC(=O)[C@@H]1CCCN1C(=O)[C@H](CCCCN)NC(=O)[C@@H]1CCCN1C(=O)[C@@H](N)CCCN=C(N)N)C(N)=O	9%	0%	-34%
SMILES	GLA spleen mod	TRb SRC2 PPI	TexasRed fluor
COc1ccc(OC)c(C2=Nn3c(nnc3-c3cc(OC)ccc3OC)SC2)c1	9%	-3%	-1%
CCCC[C@@H]1CCCO[C@@](C(=O)NCc2ccc(C)o2)(C(F)(F)F)C1	-10%	-4%	-1%
Cc1ccc(S(=O)(=O)Nc2cc(S(=O)(=O)c3ccc(C)cc3)c(O)c3cccnc23)cc1	-5%	-3%	0%
CCC[C@H]1C[C@H](C(=O)NC(C(C)Cl)C2O[C@@H](SC)C(OP(=O)(O)O)[C@@H](O)[C@@H]2O)N(C)C1 (some centres undefined)	-10%	0%	?
CNC(=O)C1(C(F)(F)F)C/C(=C/CCO)CCCO1 (centres undefined)	1%	3%	-1%
Nc1ccc(S(=O)(=O)Nc2cccc3cccnc23)cc1	2%	1%	0%
NC(N)=NC(N)=Nc1cccc2ccccc12	3%	-7%	-4%
COC(=O)CC1C(=O)NCCN1C(=O)c1sc2ccccc2c1Cl (centres undefined)	1%	1%	1%
Nc1ccccc1Oc1ccccc1	-4%	4%	-2%
O=C(O)c1ccc(N/N=C/c2cc3ccccc3nc2Cl)cc1	-1%	2%	-15%
Cc1nc(N=Nc2cc([N+](=O)[O-])ccc2Cl)c(COP(=O)(O)O)c(C=O)c1O	0%	5%	?

High-throughput results as filed in PubChem BioAssay.

The list is partial. The share of hits here may be higher or lower than overall.
